NOD1 NF-kB reporter = NOD1 signaling inhibitors, primary screen, cell-based, luminescence, uHTS (AID 1578); NOD1-driven NF-kB luciferase reporter cells, luminescence; higher % means a stronger effect; one-dose inhibition, % at 4 µM; EC50 in µM for titrated hits; 290,000 tested, 1% active; in the data active means inhibition mostly above about 36%, no sharp cut-off; inactive means mostly below about 34%;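 further: HEK-293T reporter cells stimulated with the NOD1 agonist gamma-tri-DAP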
GPR35 arrestin U2OS = GPR35 antagonists blocking zaprinast-driven arrestin recruitment, primary screen, imaging, U2OS, beta-arrestin-GFP, zaprinast agonist (AID 2058) | G-protein coupled receptor 35 (Homo sapiens) | U2OS GPR35 beta-arrestin-GFP translocation imaging, zaprinast antagonism; higher % means a stronger effect | one-dose inhibition, % at 10 µM; IC50 in µM for titrated hits | 290,000 tested, 0.052% active;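 active means inhibition of at least 50% with at least 30 cells and total cytoplasm GFP at most 10,000,000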
MgcRacGAP inhibition = MgcRacGAP GTPase-activating activity inhibitors, confirmation, biochemical, ADP Hunter fluorescence | MgcRacGAP-stimulated Rac1 GTP hydrolysis, ADP Hunter fluorescence; higher % means a stronger effect; GST-tagged Rac1 F28L mutant substrate | inhibition, % at 30 µM, or IC50 in µM where a hit was titrated | 340,000 tested, 0.6% active | AID 624330, 2012;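 active means first-screen hits whose inhibition reached a set limit at any dose in the follow-up dose series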;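 further: fluorescence reports GDP produced by GAP-driven GTP hydrolysis; strong numbers were not always called active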
GPR55 activation = GPR55 agonists via beta-arrestin recruitment, primary screen, imaging, U2OS cells, beta-arrestin-GFP redistribution (AID 1961) | G-protein coupled receptor 55 (Homo sapiens) | U2OS GPR55 beta-arrestin-GFP redistribution imaging; higher % means a stronger effect | one-dose activation, % at 10 µM; EC50 in µM for titrated hits | 290,000 tested, 0.048% active;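 active means activation above 40% with more than 50 cells counted in the well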;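 further: U2OS osteosarcoma cells stably expressing GPR55 and beta-arrestin-GFP; plate controls were DMSO negative control for no effect and LPI positive control for full effect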
KOR beta-arrestin-1 = KOR agonists, beta-arrestin recruitment, primary screen, cell-based, luminescence, uHTS (AID 1777); Kappa-type opioid receptor (Homo sapiens); KOR beta-arrestin recruitment, luminescence; higher % means a stronger effect; one-dose activation, % at 10 µM; EC50 in µM for titrated hits; 280,000 tested, 0.02% active; in the data active means activation above about 50%, passing the limit was not always enough; further: a part of the inactive calls stands beside numbers as strong as those of hits
UTI89 phage lysis = inhibition of K1F phage lysis, E. coli UTI89, bacterial capsule biogenesis inhibitors, alamar blue (AID 488966); E. coli UTI89 K1F phage lysis, alamar blue, 2 h; higher % means a stronger effect; inhibition, % at 100 µM; hits with a dose series show IC50 in µM; 340,000 tested, 0.02% active;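 active means phage lysis inhibition, versus mean bacterial control, above a set limit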;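 further: capsule biogenesis inhibitors block K1F phage lysis so surviving cells raise fluorescence; higher fluorescence means more inhibition of phage lysis; actives were called in the ten point dose series up to 300 µM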
NTR1 ag = agonists of NTR1, primary screen, imaging, U2OS cells, beta-arrestin-GFP, high content (AID 493036). Neurotensin receptor type 1 (Homo sapiens), P30989. NTR1-U2OS beta-arrestin-GFP spot imaging, agonist mode. activation, % at 20 µM. 330,000 tested, 0.17% active;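 active means activation at or above 40% of the spot to cytoplasm intensity ratio, with at least 20 cells analyzed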;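 further: 0% = DMSO without peptide and 100% = 100 nM NTR1 peptide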
Target sequence (P30989 whole entry, looked up): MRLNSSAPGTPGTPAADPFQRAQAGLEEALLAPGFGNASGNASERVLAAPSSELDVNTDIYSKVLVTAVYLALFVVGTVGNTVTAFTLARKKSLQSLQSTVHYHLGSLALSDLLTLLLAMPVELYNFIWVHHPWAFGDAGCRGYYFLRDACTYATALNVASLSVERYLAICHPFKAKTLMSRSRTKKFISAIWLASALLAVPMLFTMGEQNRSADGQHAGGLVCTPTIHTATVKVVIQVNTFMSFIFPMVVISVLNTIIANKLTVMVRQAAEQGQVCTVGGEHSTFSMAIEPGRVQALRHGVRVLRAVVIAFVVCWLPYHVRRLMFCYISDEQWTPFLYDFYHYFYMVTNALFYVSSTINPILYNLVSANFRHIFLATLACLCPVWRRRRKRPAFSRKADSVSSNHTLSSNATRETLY
KOR beta-arrestin-2 = KOR antagonists, beta-arrestin recruitment, cell-based, luminescence, uHTS (AID 1778); Kappa-type opioid receptor (Homo sapiens); KOR beta-arrestin recruitment, luminescence, antagonist mode; higher % means a stronger effect; 290,000 tested, 0.091% active; inhibition, % at 10 µM, or IC50 in µM where a hit was titrated; in the data active means inhibition above about 50%; further: strong numbers were not always called active
GPR55 antagonists = GPR55 antagonists blocking LPI-driven arrestin recruitment, primary screen, imaging, U2OS, beta-arrestin-GFP, LPI agonist (AID 2013); G-protein coupled receptor 55 (Homo sapiens); U2OS GPR55 beta-arrestin-GFP translocation imaging, LPI antagonism; higher % means a stronger effect; inhibition, % at 10 µM, or IC50 in µM where a hit was titrated; 290,000 tested, 0.13% active;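 active means spots per cell inhibited over 60%, with over 100 cells counted and total cytoplasm intensity under 500,000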;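 further: U2OS cells stably carrying GPR55 and arrestin-GFP stimulated by 5 µM LPI near EC80; imaged beta-arrestin-GFP aggregate spots per cell after agonist stimulation; plate controls were LPI-stimulated DMSO wells for no effect and DMSO wells without LPI for full effect; some results filed as inactive read as strong as hits; confirmed hits need IC50 under 10 µM and bright autofluorescent wells are also inconclusive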
NTR1 ag cell count 20 µM = also measured in NTR1 ag; calls as there; cell count; measured here: cell count, cytotoxicity flag
Active calls of the source: *; / = no result given; [ ] = remark or other dose. Not all compounds are listed; rates above refer to the full screens.

SMILES,NOD1 NF-kB reporter,GPR35 arrestin U2OS,MgcRacGAP inhibition,GPR55 activation,KOR beta-arrestin-1,UTI89 phage lysis,NTR1 ag,NTR1 ag cell count 20 µM,KOR beta-arrestin-2,GPR55 antagonists
COC(=O)c1ccccc1NC(=O)CS(=O)(=O)Cc1nc(-c2ccc(C)cc2)oc1C,-13%,-5%,3%,-0.1%,6.6%,3.1%,3.2,95,-24%,0%
COc1cccc(CNC(=O)C2CC(=O)N(C3CCCCC3)C2)c1 (stereo not given),-20%,7%,-9%,-0.2%,-0.2%,-0.3%,0.6,58,2%,-6%
CC1=C(C)[N+](=O)C2(O)CCCCC2(C)N1[O-] (stereo not given),0%,18%,8%,0.0%,-3.4%,0.4%,-1.1,57,11%,0%
O=C(c1ccc(N2CCOCC2)cc1[N+](=O)[O-])N1CCOCC1,-18%,13%,/,-0.3%,-5.0%,/,1.8,36,5%,-7%
CS(=O)(=O)c1ccc(C(=O)Nc2ccc(-c3nc4ccccc4[nH]3)cc2)cc1,20%,-6%,9%,-0.1%,18%,0.0%,-1.7,78,-67%,-3%
O=C(Cn1cnc2ccccc21)OCC(=O)N1CCc2ccccc2C1,13%,18%,3%,-0.3%,-3.1%,1.4%,1.3,52,-16%,3%
Oc1ccccc1-c1nc2c3ccccc3c3ccccc3c2[nH]1,-2%,-4%,5%,-0.1%,1.4%,0.3%,/,/,18%,6%
CCC(=O)N1CCc2cc(S(=O)(=O)CCC(=O)NC3CCCCC3)ccc21,-15%,1%,5%,-0.1%,-3.3%,-0.2%,-0.7,69,33%,5%
CCC(C)NC(=O)c1cccc(OCc2c(C)noc2C)c1 (stereo not given),-13%,-4%,6%,-0.1%,-0.4%,0.2%,0.6,90,-2%[20 µM],15%
CCOC(=O)CSCC(=O)Nc1ccc(S(=O)(=O)N2CCCCC2)cc1,-10%,-17%,5%,-0.1%,4.0%,0.9%,0.3,71,-5%,-8%
OCCNc1cc(Cl)ncn1,1%,4%,-7%,-0.1%,/,-1.5%,0.3,49,5%,2%
COc1cccc(NC(=O)N2CCCC2C(=O)NCC(C)C)c1 (stereo not given),-19%,22%,0%,-1.0%,3.9%,-0.2%,-0.4,83,6%,-9%
O=C(Nc1ccc2c(c1)nc1n2CCCCC1)c1cc(S(=O)(=O)N2CCOCC2)ccc1Cl,46%,-2%,13%,0.7%,-4.3%,0.0%,1.3,40,-1%,-2%
O=C(COc1ccc(S(=O)(=O)N2CCCC2)cc1)N1CCCCC1,-26%,0%,6%,-0.1%,3.8%,-0.1%,1.1,51,-32%,0%
CCCNC(=O)NC(=O)CSc1nnc(C)n1N,-13%,-7%,3%,0.2%,-3.6%,0.2%,-0.7,46,-26%,11%
C=CCn1c(SCC(=O)OCC)nc(C(F)(F)F)cc1=O,-23%,-30%,-5%,0.2%,-3.3%,0.2%,-0.7,94,-7%[20 µM],17%
CC(C)c1ccc(C(=O)NNC(=O)C2C3CCC(C3)C2C(=O)O)cc1 (stereo not given),-90%,-1%,/,-0.2%,-4.4%,/,0.1,62,35%,10%
CCN1C(N(C)CCc2cccs2)=N[C@@H](c2ccccc2)C(C(=O)OC)=C1C,42%,6%,7%,0.2%,3.0%,5.7%,0.6,53,-34%[20 µM],-6%
Cc1ccc2c(c1)C(=O)C(=O)N2CCCOc1ccccc1,-32%,1%,8%,-0.2%,/,1.3%,7.1,62,-172%[20 µM],-15%
CCC(C)(C)NC(=O)c1ccccc1Oc1ccccc1,8%,-9%,4%,0.3%,5.1%,2.1%,1.0,67,-22%[20 µM],-8%
O=C(NCC(=O)N1CCC2(CC1)NCCc1[nH]cnc12)c1ccc(F)cc1,-39%,-1%,3%,-0.2%,-4.1%,0.1%,-0.3,51,-3%,1%
CC(C)c1ccc(CNc2ncccn2)cc1,-51%,-12%,31%,-0.4%,2.0%,-0.2%,-1.0,57,-35%[20 µM],6%
CSc1nc(-c2ccccc2)nc(NC(=O)C(C)C)c1C(C)=O,-41%,0%,3%,0.1%,-0.8%,0.4%,0.5,34,-8%,-5%
Cc1ccc(NS(=O)(=O)c2ccc(N/N=C/c3ccncc3)c([N+](=O)[O-])c2)c(C)c1,-2%,0%,3%,-0.2%,5.9%,3.1%,6.1,51,-15%,-2%
COc1ccc([C@@H]2C[C@@H](c3ccccc3)Oc3cc(OC)c(OC)c(OC)c32)cc1,-4%,-3%,5%,-0.1%,-2.4%,1.4%,-2.3,100,38%,2%
COC(=O)C1=C(C(=O)OC)[C@@H]2N(Cc3ccccc3)c3ccccc3[C@@]23C[C@@H](C(=O)OC)N(C(=O)COCc2ccccc2)C3=N1,-15%,-7%,6%,-0.2%,0.1%,-0.7%,0.1,91,14%,-1%
O=C(Nc1nnc(C2=COCCO2)o1)c1cccc(Br)c1,5%,-12%,6%,-0.1%,1.3%,-0.2%,-0.8,72,-9%,-8%
COc1ccc(CN2CCN(Cc3ccc4cc(F)ccc4n3)CC2CCO)c(C)c1C (stereo not given),20%,-2%,-12%,0.2%,-1.5%,-3.3%,1.4,66,-45%,-9%
Cc1ccc(O)c(NC(=S)NC(=O)COc2ccc(Br)cc2)c1,-13%,1%,11%,0.2%,-5.8%,0.2%,11,58,-91%[20 µM],-15%
CC(C)(C)NC(=O)Cn1nnc(-c2ccc(S(C)(=O)=O)cc2)n1,-2%,-22%,8%,0.0%,-1.9%,0.2%,-0.5,61,21%,25%

Entries of single compounds as entered above. Order of values: NOD1 NF-kB reporter, GPR35 arrestin U2OS, MgcRacGAP inhibition, GPR55 activation, KOR beta-arrestin-1, UTI89 phage lysis, NTR1 ag, NTR1 ag cell count 20 µM, KOR beta-arrestin-2, GPR55 antagonists
Shown for O=C(Nc1nnc(C2=COCCO2)o1)c1cccc(Br)c1 → 5%, -12%, 6%, -0.1%, 1.3%, -0.2%, -0.8, 72, -9%, -8%
Shown for COc1cccc(NC(=O)N2CCCC2C(=O)NCC(C)C)c1 (stereo not given) → -19%, 22%, 0%, -1.0%, 3.9%, -0.2%, -0.4, 83, 6%, -9%

Compounds listed so far that have a Cl atom, in the order listed:
SMILES,NOD1 NF-kB reporter,GPR35 arrestin U2OS,MgcRacGAP inhibition,GPR55 activation,KOR beta-arrestin-1,UTI89 phage lysis,NTR1 ag,NTR1 ag cell count 20 µM,KOR beta-arrestin-2,GPR55 antagonists
OCCNc1cc(Cl)ncn1,1%,4%,-7%,-0.1%,/,-1.5%,0.3,49,5%,2%
O=C(Nc1ccc2c(c1)nc1n2CCCCC1)c1cc(S(=O)(=O)N2CCOCC2)ccc1Cl,46%,-2%,13%,0.7%,-4.3%,0.0%,1.3,40,-1%,-2%

The list continues.
SMILES,NOD1 NF-kB reporter,GPR35 arrestin U2OS,MgcRacGAP inhibition,GPR55 activation,KOR beta-arrestin-1,UTI89 phage lysis,NTR1 ag,NTR1 ag cell count 20 µM,KOR beta-arrestin-2,GPR55 antagonists
CCOc1cc2[nH]c(=O)n(CCCCCC(=O)NCc3ccco3)c(=O)c2cc1OCC,-9%,-1%,5%,0.2%,-4.7%,0.1%,-0.7,81,-14%,-9%
CN=C1S/C(=C\c2ccc(N3CCOCC3)c(F)c2)C(=O)N1C,-19%,-2%,4%,0.0%,-4.1%,0.0%,0.1,83,-24%,-7%
O=C(CC1C(=O)NCCN1C/C=C/c1ccccc1)NCCCC1CCCC1 (stereo not given),-33%,8%,4%,-0.1%,/,0.2%,-0.6,46,17%[20 µM],10%
O=C(CCc1nnc(CCC2CCCCC2)o1)NCCc1ccccn1,-21%,-4%,6%,0.1%,-9.7%,0.1%,0.2,89,18%,-4%
CC1CCCCC12NC(=O)N(CC(=O)Nc1ccc(S(=O)(=O)N3CCOCC3)cc1)C2=O (stereo not given),-16%,8%,3%,-0.1%,-0.9%,0.3%,-2.6,90,-3%,4%
CCN1C(=O)/C(=C/c2nc3ccccc3c(=O)[nH]2)c2ccccc21,21%,1%,2%,1.2%,2.0%,0.5%,/,/,-14%,8%
CC1(/[N+]([O-])=C\c2ccccc2F)CCCCC1=O (stereo not given),-6%,13%,12%,-0.3%,2.6%,0.2%,-0.2,57,27%,3%
Brc1c(C[n+]2ccccc2)nc2ccccn12,-2%,-1%,/,-0.3%,-2.2%,/,2.8,54,-1%,-4%
CN(CC(=O)N1CCOCC1)S(=O)(=O)c1ccc2ccccc2c1,-13%,-6%,7%,-0.1%,-3.4%,0.2%,1.2,50,-46%[20 µM],-25%
COc1ccc2c(c1O)C(=O)c1ccccc1C2=O,-9%,-10%,/,-0.2%,-1.0%,/,1.6,95,10%,13%
NC(=O)NC(=O)c1nccnc1C(=O)O,-11%,2%,11%,-0.2%,8.5%,0.2%,-0.5,78,-10%,3%
CCOC(=O)C1CCN(CCC(=O)Nc2ccc(F)cc2)CC1,-47%,-2%,10%,-0.3%,-4.9%,1.3%,-0.9,40,-1%,3%
O=C(c1cccnc1)N1CCN(c2ccc([N+](=O)[O-])cc2Cl)CC1,-17%,-10%,7%,-0.2%,-3.8%,0.2%,-1.2,81,24%,19%
O=C(NNc1cccc(Cl)n1)Nc1cccc(Cl)c1,0%,5%,10%,0.0%,4.2%,0.1%,0.4,74,-9%,8%
Oc1[nH]c2ccccc2c1N=Nc1ccccc1,-9%,4%,-8%,0.0%,-0.8%,-1.0%[50 µM],12,51,8%,-7%
CCN(CC)CCOC(=O)c1ccc(N/C=C(/C#N)c2nc(-c3ccc(OC)c(OC)c3)cs2)cc1,3%,4%,32µM*,-0.1%,-1.9%,0.5%,5.7,36,9%,1%
COc1cc(OC)c(-c2nn3c(C4CCCCC4)nnc3s2)cc1OC,-29%,-17%,10%,0.2%,0.2%,-1.9%,8.7,58,22%,-5%
CCc1ccc(-c2cc(C(=O)NCc3ccco3)c3ccccc3n2)s1,23%,1%,13%,0.3%,0.6%,-0.6%,5.6,59,-34%,-4%
Cc1ccc(NC(=O)CCN2CCc3ccccc3C2)cc1,-19%,1%,5%,-0.2%,-4.4%,1.9%,-0.7,44,38%,14%
CC1(C(=O)O)COC(c2ccc([N+](=O)[O-])cc2)OC1 (stereo not given),-1%,-4%,7%,0.0%,-0.2%,3.0%,2.1,63,-27%,-1%
Cc1ccc(S(=O)(=O)N(C)Cc2cc3ccccc3[nH]c2=O)cc1,-24%,7%,1%,-0.1%,-3.4%,-0.2%,6.5,100,10%,0%

Screening data from PubChem.
